CHO-K1 Ca ag – nonselective activator or artifact in parental CHO-K1 cells | hit rate 0.48% among 360,000 | AID 602248 | activation, % at 3 µM | Fluo-8 calcium fluorescence; scaled to maximal ATP response, vehicle zero; in the data active means activation above about 15%;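 further: untransfected CHO-K1 host cells lacking M1 receptor as counterscreen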
M1 PAM parental – M1 PAM counterscreen hit in parental CHO-K1 cells; AID 602247; hit rate 0.02% among 360,000; ATP EC20, Fluo-8 calcium fluorescence; 0% at ATP EC20, 100% at ATP max; activation, % at 3 µM;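 active means activation above the run cutoff, the mean activation of all test compounds plus 3 SD, cut at about 40% in these data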;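 further: peak over basal fluorescence ratio in a 140 s read after ATP addition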
CHO parental Ca – signal in parental CHO cells, OX1R antagonist counter-screen; parental CHO-K1, ATP-induced calcium, Fluo-8 fluorescence; inhibition, % at 5.6 µM; hit rate 0.63% among 330,000; AID 463079;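 active means inhibition above that plate's mean sample inhibition plus 3 SD, cut at about 26% in these data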;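 further: 0% = ATP-challenged DMSO wells and 100% = DMSO wells without ATP; some compounds past the cut are filed as inactive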
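Test system: parental CHO cells; detection: calcium-sensitive Fluo-8 fluorescence; evaluation: percent inhibition of calcium signal; also added: ATP as calcium-mobilizing challenge; repeats: one well per compound; control set: ATP-challenged DMSO wells low, unchallenged DMSO wells high; compound: single nominal dose of 5.6 µM per compound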
V1aR counter – counter-screen for oxytocin receptor agonists: human V1a receptor agonists. P37288. CHO-V1R cells, Fluo-8 calcium fluorescence, agonist mode; 0% DMSO, 100% 3 nM vasopressin. activation, % at 3 µM. hit rate 0.25% among 320,000;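 active means activation above the mean activation of all tested compounds plus 3 SD, per screening run, cut at about 20% in these data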;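 further: signal is peak over basal fluorescence ratio across a 100 second FLIPR read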
M1 ag – agonists of human M1 muscarinic receptor | AID 588814 | hit rate 0.33% among 360,000 | P11229 | activation, % at 3 µM | CHO-K1 hM1, Fluo-8 calcium fluorescence, agonist mode; 0% DMSO, 100% acetylcholine EC100;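 active means activation above the run's mean compound activation plus 3 SD, cut at about 16% in these data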;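 further: peak over basal fluorescence ratio within a 140 s kinetic read after compound addition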
Target sequence (P11229 whole entry, looked up): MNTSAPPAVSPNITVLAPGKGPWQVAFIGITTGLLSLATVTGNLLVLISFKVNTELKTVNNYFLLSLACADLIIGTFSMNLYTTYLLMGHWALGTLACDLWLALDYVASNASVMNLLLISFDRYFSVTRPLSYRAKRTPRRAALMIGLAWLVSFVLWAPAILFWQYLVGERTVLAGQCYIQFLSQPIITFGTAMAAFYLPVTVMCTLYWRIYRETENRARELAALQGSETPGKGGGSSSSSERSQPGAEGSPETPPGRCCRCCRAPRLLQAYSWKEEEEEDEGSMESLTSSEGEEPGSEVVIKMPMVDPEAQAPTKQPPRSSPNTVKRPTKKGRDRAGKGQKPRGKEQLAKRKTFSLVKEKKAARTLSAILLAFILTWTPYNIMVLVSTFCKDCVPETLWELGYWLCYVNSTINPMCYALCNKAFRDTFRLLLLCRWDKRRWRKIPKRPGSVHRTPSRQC
TAAR1 ag – human TAAR1 agonism; AID 624467; hit rate 0.99% among 360,000; activation, % at 3 µM; Q96RJ0; CHO RD-HGA16 TAAR1, Fluo-8 calcium fluorescence; vehicle wells 0%, saturating PEA agonist 100%;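 active means activation above the mean activation of all test compounds in the run plus 3 SD, cut at about 38% in these data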
Target sequence (Q96RJ0 whole entry, looked up): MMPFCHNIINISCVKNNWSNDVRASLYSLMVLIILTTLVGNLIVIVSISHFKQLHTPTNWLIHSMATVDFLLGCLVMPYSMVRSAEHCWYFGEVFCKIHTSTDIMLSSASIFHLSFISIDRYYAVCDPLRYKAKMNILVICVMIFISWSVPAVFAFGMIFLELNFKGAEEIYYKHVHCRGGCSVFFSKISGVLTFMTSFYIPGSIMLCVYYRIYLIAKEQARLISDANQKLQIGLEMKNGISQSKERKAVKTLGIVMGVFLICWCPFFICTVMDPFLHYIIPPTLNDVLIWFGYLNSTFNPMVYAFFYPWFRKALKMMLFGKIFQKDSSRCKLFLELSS
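test system = CHO RD-HGA16 cells carrying human TAAR1 plus Gα16 | schedule = 17-24 h seeding, 75 min 37 °C dye, 30 min RT | compound dosing = 3 µM single concentration | control set = DMSO and PEA EC100 | replicates = n 1 | signal = Fluo-8 fluorescence, 5 s baseline then 140 s kinetic read | measure = percent activation vs PEA EC100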
TAAR1 antagonist – antagonists of human TAAR1. CHO RD-HGA16 TAAR1, Fluo-8 calcium fluorescence, antagonist. inhibition, % at 3 µM. hit rate 1.5% among 360,000;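 active means inhibition above a per-plate cutoff, the mean inhibition of test compounds on that plate plus 3 SD, cut at about 49% in these data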;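 further: 0% = DMSO plus EC80 beta-PEA response and 100% = DMSO alone without agonist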
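System: CHO RD-HGA16 cells bearing hTAAR1. Reagent: EC80 β-phenethylamine stimulus. Schedule: seeding 17-24 h prior, 75-min 37 °C, 30-min RT dye loading. Signal: Fluo-8 intracellular calcium dye fluorescence, real-time kinetic reads. Read-out: % inhibition from peak post-agonist over basal fluorescence ratio. Benchmarks: vehicle wells and EC80 agonist wells. Replicates: n of 1.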
CHO-K1 Ca antag – counter-screen for M1 antagonists: effect in parental CHO-K1 cells. ATP-induced calcium, Fluo-8 fluorescence. inhibition, % at 3 µM. hit rate 0.6% among 360,000;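 active means inhibition above a per-plate cutoff, the plate's mean sample inhibition plus 3 SD, cut at about 24% in these data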;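 further: 0% = DMSO plus EC80 ATP and 100% = DMSO alone without ATP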
OXTR potentiator – potentiators of human oxytocin receptor; P30559; CHO-OTR cells, Fluo-8 calcium fluorescence, potentiator mode; 0% = oxytocin EC15, 100% = EC100; activation, % at 3 µM; hit rate 0.061% among 320,000; AID 2445;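 active means activation above that plate's cutoff, the mean activation of tested compounds plus 3 SD, cut at about 6.6% in these data, passing the limit was not always enough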;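 further: 100% uses oxytocin at 75 nM as the full agonist control; some results filed as inactive read as strong as hits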
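System: human OTR in CHO cells; Also added: sub-maximal oxytocin, roughly EC15; Timing: compound 6 min at room temperature before oxytocin, 100 s read; Technique: Fluo-8 intracellular calcium fluorescence, ex 470-495, em 515-575 nm; Controls: oxytocin EC15 low and EC100 high; Replication: singlicate.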
Active calls of the source: *; / = not tested or not shown.

SMILES	CHO-K1 Ca ag	M1 PAM parental	CHO parental Ca	V1aR counter	M1 ag	TAAR1 ag	TAAR1 antagonist	CHO-K1 Ca antag	OXTR potentiator
O=C(CC1C(=O)NCCN1C(=O)Nc1ccccc1)Nc1cccc(C(F)(F)F)c1 (configuration not stated)	0.2	0	1	0.1	-1	19	-1	1	4
Cc1cc2c(c(=O)n1Cc1ccccn1)C(C(C)C)C(C#N)=C(N)O2 (configuration not stated)	-0.3	11	0	1.4	-5	2	6	-6	-2
Cn1c(SCC(=O)N2CCCC2)nnc1-c1ccc2c(c1)OCO2	0.0	11	5	0.3	-1	-3	-4	-18	-5
C=CCCC(=O)N1CCC(n2nccc2NC(=O)c2ccc(OC)cc2)CC1	0.3	-23	-3	0.2	-2	1	-14	11	-5
Cc1cc(Cl)ccc1NC(=O)CN1C(=O)NC2(CCCC2)C1=O	2.1	7	-12	1.3	0	-2	4	-10	-6
COc1ccc(/C=N/NC(=O)c2cccc(C(=O)N/N=C/c3ccc(OC)cc3)n2)cc1	0.8	11	-6	-0.1	-4	5	12	-8	3
COC(=O)C(C)Sc1nc2ccsc2c(=O)n1Cc1ccccc1 (configuration not stated)	-0.8	14	-9	-0.8	-12	5	-9	-11	-10
CC(C)CCNC(=O)C1CCN(S(=O)(=O)c2ccc3c(c2)CCC(=O)N3)CC1	1.2	11	-4	0.1	-1	0	5	-14	-2
CC(C)n1nc(C(=O)Oc2cc(Cl)ccc2Cl)c2ccccc2c1=O	1.4	20	-10	0.1	-5	-1	17	-8	-5
Cc1nc2nc(SCC(=O)NCCCN3CCOCC3)nn2c(C)c1Cc1ccccc1	0.3	-2	-20	0.4	-7	3	-25	0	4
O=C(c1ccc2c3n(nc2c1)-c1ccc(Cl)cc1CO3)N1CCCCC1	-0.1	-7	-22	-0.1	-10	2	6	-16	-16
CCOC(=O)C1=C[C@@H](C(C)C)N(S(=O)(=O)c2ccc([N+](=O)[O-])cc2)[C@H]1c1ccccc1	3.4	-8	/	/	-6	-2	82*	16	/
OC(COc1ccccc1)CN1CCN(CC(O)COc2ccccc2)CC1 (configuration not stated)	-0.8	-1	-18	1.1	-5	2	-22	-16	0
CN(CC(=O)Nc1c(Cl)cccc1Cl)C(=O)Cc1cccs1	0.0	5	-12	0.2	-3	5	-12	-19	1
Cc1cc(C)cc(NC(=O)CS(=O)(=O)c2cccc3nsnc23)c1	-0.1	-7	1	-1.1	-6	0	-11	-17	-8
COc1ccc(CNC(=O)CN(c2cccc([N+](=O)[O-])c2)S(C)(=O)=O)cc1	0.0	1	-10	0.2	-3	8	0	-5	-15
O=S(=O)(NCCSCc1ccc(Cl)c(Cl)c1)c1ccc2c(c1)OCCO2	0.3	-6	0	-0.5	-1	7	17	11	-14
Cc1ccc(N2C(=O)CC(C)CC2=O)cc1	0.8	4	3	0.4	-4	0	-11	-16	-4
Cc1cccc(CN(CC(=O)N/N=C/c2cccs2)S(=O)(=O)c2ccc(Cl)cc2)c1	0.0	-1	-10	-0.6	-4	5	27	-9	-14
COc1ccc(C(=O)CC(=O)C(=O)Nc2ccccc2Cl)cc1	-0.1	2	-7	-1.2	1	35	8	-7	-16
Cc1ccc(C(=O)c2ccccc2C(=O)OCC(=O)Nc2ccc(SC(F)F)cc2)cc1	2.5	9	12	4.9	-6	3	15	3	-13
Cc1nc(C)c(C(=O)OC(C)C(=O)Nc2ccc(F)cc2)s1 (configuration not stated)	-0.1	5	-11	0.4	-2	8	-5	-12	-3
O=[N+]([O-])c1ccc2nc(CCCO)[nH]c2c1	0.0	2	-20	-0.1	-5	9	-26	-1	-7
COC(=O)N/N=C(\C)c1ccc2ccccc2c1OC(F)F	1.2	23	-8	-0.6	-5	-1	5	-15	-2
COc1cc(C(=O)N/C(=C\c2cn(S(=O)(=O)N(C)C)c3ccccc23)C(=O)N2CCCC2)cc(OC)c1OC	-0.1	-13	-9	0.8	-2	5	7	11	2
CS(=O)(=O)N1CCN=C1SCc1ccc([N+](=O)[O-])cc1	0.9	22	-1	0.9	-5	7	3	-18	-5
CC(C)N(C1=N/C(=C\c2ccco2)C(=O)N1c1ccccc1)C(C)C	-0.2	-4	-6	0.6	-1	-1	2	10	-9
O=[N+]([O-])c1cccc(COc2ccc(CN3CCCCC3)cc2)c1	2.1	-7	/	/	-8	6	3	-5	/
COc1ccc(/C=N/NC(=O)c2[nH]c3ccc(Br)cc3c2-c2ccccc2)cc1	-0.1	21	-21	-0.1	-5	1	6	-10	-17
COc1ccc(N2C(=O)CCC2(C(N)=O)c2ccccc2)cc1 (configuration not stated)	0.2	8	0	0.6	-6	/	/	-4	-1

Random excerpt: two compounds from above, in no set order.
SMILES	CHO-K1 Ca ag	M1 PAM parental	CHO parental Ca	V1aR counter	M1 ag	TAAR1 ag	TAAR1 antagonist	CHO-K1 Ca antag	OXTR potentiator
O=[N+]([O-])c1ccc2nc(CCCO)[nH]c2c1	0.0	2	-20	-0.1	-5	9	-26	-1	-7
COc1ccc(N2C(=O)CCC2(C(N)=O)c2ccccc2)cc1 (configuration not stated)	0.2	8	0	0.6	-6	/	/	-4	-1

Other results follow.
SMILES	CHO-K1 Ca ag	M1 PAM parental	CHO parental Ca	V1aR counter	M1 ag	TAAR1 ag	TAAR1 antagonist	CHO-K1 Ca antag	OXTR potentiator
O=C(O)c1ccc2c(=O)[nH]c(CCl)nc2c1	-0.4	11	-5	-1.3	0	1	-19	-3	-14
COc1cccc(NC(=O)CSc2nnc(CNC(=O)c3ccco3)n2C)c1	0.4	22	-4	-0.8	-2	0	6	-3	-5
COc1cc(OC)cc(-c2cc(NC(C)=O)n[nH]2)c1	0.2	10	0	0.6	2	0	5	-5	-3
CC(C)(C)c1nc(SCC(=O)Nc2nc3c(s2)CCCC3)c2ccccc2n1	-0.1	-7	-9	0.8	-1	-1	5	4	-5
Cc1cccc(NC(=O)c2ccccc2O)c1C	5.5	3	-3	5.5	1	6	8	-4	-10
COc1cccc(NC(=O)Cn2nnc(C(=O)NCc3cccs3)c2N)c1	1.4	-6	-3	0.8	0	1	-14	-19	-10
O=C(/C=C/C(Cl)(Cl)Cl)Nc1ccc(Cl)cc1	5.7	-8	/	/	0	3	34	-4	/
Cn1nnnc1SCC(=O)Nc1cccc(S(=O)(=O)N2CCCC2)c1	1.2	17	-1	0.2	-6	4	-25	-12	-13
O=C(O)C1C2C=CC(C2)C1C(=O)N1CCN(CCO)CC1 (configuration not stated)	-0.6	4	-11	1.1	0	4	1	-7	2
COc1ccc(OC)c(C(=O)c2ccc(C(=O)Nc3cccc4ccccc34)cc2)c1	1.1	22	-2	3.8	-7	4	-3	-10	-4
COc1ccc(NC(=O)CN(C)C(=O)c2cccc(S(=O)(=O)Nc3ccc(F)cc3)c2)cc1	0.7	17	-6	0.0	-3	0	20	-13	-2
CCN(CC(=O)NC1CCS(=O)(=O)C1)c1nc(-c2cccnc2)nc2ccccc12 (configuration not stated)	0.8	16	-5	0.2	-1	5	8	-2	-6
CCCCCCC1CC(CC(=O)Nc2ccc([N+](=O)[O-])cc2)C(=O)O1 (configuration not stated)	-0.3	10	2	-0.6	-6	7	21	-10	-8
CCOc1ccc(N2C(=O)CC(N(CCc3ccccc3)C(=O)/C=C/C(=O)O)C2=O)cc1 (configuration not stated)	0.0	22	-16	0.7	-6	29	2	-15	-2
N#CCOC(=O)/C=C/c1ccc2c(c1)OCO2	2.6	15	-14	1.2	-7	1	-10	-11	-11
c1ccc(Nc2ccc(-n3ccnc3)nn2)cc1	1.3	17	2	-0.3	-3	2	8	-10	-6
CC1CCCN(C(C(=O)Nc2ccc(C(C)C)cc2)c2ccc3c(c2)OCO3)C1 (configuration not stated)	1.1	11	14	0.1	-8	-2	-12	2	-3
CNC(=O)c1ccc(CN(C)C(=O)/C=C/c2ccc(S(=O)(=O)N3CCCCCC3)cc2)cc1	5.2	11	/	/	-3	7	-14	-3	/
COC(=O)C1=CN(Cc2ccc(OC)c(OC)c2)C=C(C(=O)OC)C1c1cccs1	-0.2	17	/	/	-5	1	-76	-10	/
N#CCC(=O)Nc1ncc(Cc2ccccc2Cl)s1	2.8	28	-10	1.1	-1	4	4	-13	-13
Cc1cc2cc(CNS(=O)(=O)N(C)C)ccc2[nH]1	0.5	18	0	-0.3	-12	1	0	-5	-5
CCOC(=O)C1CCCN(c2ncnc3c2cnn3-c2ccc(Cl)cc2)C1 (configuration not stated)	6.4	17	-32	0.9	3	8	9	-3	-4
O=C(COc1ccc(Cl)cc1)NNC(=O)c1ccc2c(=O)n3c(nc2c1)CCC3	0.0	-7	-2	-0.8	-3	5	-7	2	-9
CC(=O)NC(=O)COC(=O)c1ccc2ncsc2c1	-0.7	-18	3	0.1	5	8	-13	4	-12
CN(C)S(=O)(=O)N1CCN(S(=O)(=O)c2ccc(F)cc2)CC1	-0.2	-7	-10	-0.3	-3	-2	8	6	2
O=C(O)C1CCCN(S(=O)(=O)Cc2ccccc2)C1 (configuration not stated)	2.4	18	/	/	-3	-1	-9	-12	/
COc1ccc(C(=O)N2CCN(CCNC(=O)C(=O)Nc3ccc(Br)cc3)CC2)cc1	2.5	9	-25	0.8	-1	0	-16	-7	-8
COc1ccc(N(C)S(=O)(=O)c2ccc(Cl)c(C(=O)NCC(C)(C)N3CCOCC3)c2)cc1	10	21	-30	5.2	-1	4	10	-1	-5
CCN(CC)S(=O)(=O)c1cccc(C(=O)NCC2CCCCC2)c1	4.9	5	-20	5.7	-5	1	8	-15	-6
CC(C)(C)NC(=O)COC(=O)c1cc(S(=O)(=O)N2CCCCC2)ccc1N1CCOCC1	0.5	15	-17	0.3	-3	5	-4	-12	0
O=Cc1c(-c2ccccc2)nc2ccccn12	-0.4	-16	1	-0.9	-4	0	-23	15	6
CCOC(=O)C1=C(C)NC2(O)c3ccccc3C(=O)C12O (configuration not stated)	0.1	4	-1	2.5	-2	6	-5	1	-3
CCSc1nc(N)c2c3c(sc2n1)CCC3	-0.4	-4	-9	-0.9	-5	9	-5	0	-5
COc1cccc(C(=O)Nc2ccc(NC(=O)C3CCCCC3C(=O)O)cc2)c1 (configuration not stated)	0.5	-3	6	0.7	-1	3	-10	-7	-3
Cc1ccccc1NC(=O)Cn1c(=O)sc2ccccc21	0.2	9	-4	0.0	-4	-1	-12	-13	5
N#CCCN(C(=O)COC(=O)C1CCN(S(=O)(=O)c2ccccc2C(F)(F)F)CC1)c1ccccc1	4.5	9	/	/	-6	8	-11	-15	/

Screening data from PubChem BioAssay.
